High-throughput results: PubChem BioAssay, Broad Institute
E-selectin induc: E-selectin induction on HUVECs; 0.37% of 260,000 active; AID 686992; activation, % at 7.58 µM; HUVEC E-selectin immunofluorescence imaging; normalized: neutral wells 0, TNF-alpha wells 100;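 active means mean E-selectin-positive cell signal at least 10% of the positive control, reached in at least 60% of replicates, without over 20% cell loss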;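 further: in these data hits start at about 27%; measured in HUVEC primary endothelial cells; signal is the percent of cells scored E-selectin positive by PE staining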
Target sequence (P16581 whole entry, looked up): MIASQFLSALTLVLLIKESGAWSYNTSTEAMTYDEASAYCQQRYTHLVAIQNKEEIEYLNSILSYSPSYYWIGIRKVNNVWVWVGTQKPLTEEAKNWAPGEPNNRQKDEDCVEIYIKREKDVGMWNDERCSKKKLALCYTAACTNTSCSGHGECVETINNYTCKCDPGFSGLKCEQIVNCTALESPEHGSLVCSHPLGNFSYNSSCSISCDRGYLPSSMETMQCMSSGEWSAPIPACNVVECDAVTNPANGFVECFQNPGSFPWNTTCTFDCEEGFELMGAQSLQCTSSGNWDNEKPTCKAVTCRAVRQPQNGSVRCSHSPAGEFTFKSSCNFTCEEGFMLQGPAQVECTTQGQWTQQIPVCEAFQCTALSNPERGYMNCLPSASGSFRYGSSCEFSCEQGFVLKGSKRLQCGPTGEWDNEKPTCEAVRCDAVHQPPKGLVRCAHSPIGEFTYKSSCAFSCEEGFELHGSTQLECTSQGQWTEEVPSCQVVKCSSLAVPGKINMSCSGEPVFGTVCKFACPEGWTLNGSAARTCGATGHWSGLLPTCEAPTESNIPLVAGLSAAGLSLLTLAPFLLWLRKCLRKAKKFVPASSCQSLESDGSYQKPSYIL
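Assay system: HUVEC primary endothelial cells. Input: 3,000 HUVEC seeded per well. Doses: one compound dose added by pin transfer. Read-out basis: % PE-positive cells. Benchmarks: TNF-alpha high, DMSO low. Detection: immunofluorescence imaging. Buffer or medium: EGM-2, gelatin.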
miR122 inh: miR-122 inhibition in Huh7 cells. Huh7 miR-122 Renilla luciferase sensor, 48 h; neutral wells = 0, positive control = 100. activation (reporter increase), % at 12.5 µM. 0.3% of 340,000 active;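 active means mean replicate activation score at least 90 and every replicate individually at or above 90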;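 further: higher luciferase means less miR-122 activity so hits act as miR-122 inhibitors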
RAD52 inh: RAD52 (human) annealing inhibition | P43351 | recombinant RAD52 DNA annealing, FRET fluorescence | inhibition, % at 18.7 µM | 0.46% of 360,000 active;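 active means every replicate showing at least 50% inhibition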
PGC1a acetyl inh: modulators of PGC1a acetylation; U2OS PGC1a acetylation, AlphaScreen anti-acetyl-lysine; with virally co-expressed GCN5 acetyltransferase; inhibition, % at 15.6 µM; 0.17% of 350,000 active;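 active means every replicate shows inhibition of at least 40%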;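 further: 0% = neutral control wells and 100% = positive control wells; some results beyond the cut were filed as inactive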
RAD54 inh: blocks human RAD54 Holliday junction branch migration | inhibition, % at 10.4 µM | AID 602329 | 0.14% of 360,000 active | FAM/BHQ fluorescence | Q92698;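 active means mean normalized replicate activity at least 40 and at least half of replicates scoring 40 or more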;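 further: 0% = median of neutral control wells and 100% = median of positive control wells; inhibitors cause a drop in the FAM fluorescence signal; in these data hits start at about 50%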
PglD DTNB: PglD (C. jejuni) enzyme inhibition; purified PglD enzyme, DTNB colorimetric CoA detection; inhibition, % at 12.5 µM; 0.098% of 360,000 active; AID 602405; in the data active means inhibition above about 16%, passing the limit was not always enough; further: strong numbers were not always called active
ERAP1 HTS inh: inhibitors of human ERAP1 aminopeptidase; Q9NZ08; inhibition, % at 10.7 µM; recombinant ERAP1, Leu-AMC fluorescence, 60 min; 0.15% of 340,000 active;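 active means mean replicate inhibition of at least 30%, or all replicates individually reaching that 30% level; inactive means mean below 30% and not every replicate reaching it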;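 further: 0% = neutral control wells and 100% = L-leucinethiol positive control wells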
Cneo AK release: causes C. neoformans cell lysis; lysis activity, % at 15 µM; 0.2% of 360,000 active; adenylate kinase release luminescence, 4 h; normalised: neutral wells 0, clomiphene wells 100; AID 651654;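 active means mean lysis activity across replicates of at least 80%, whatever share of replicates individually reach that level; inactive means mean lysis activity below 80%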
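Assay system: Cryptococcus neoformans yeast cells / Dosing: single-point compound dose / Timing: 4 h at 37 °C static, read 1 h later / Measured by: luminescence of released adenylate kinase using an AK detection reagent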
An asterisk follows results filed as active; . = no result given; [ ] = remark or other dose.

Start of the data: the first 4 entries (preview)
#	SMILES	E-selectin induc	miR122 inh	RAD52 inh	PGC1a acetyl inh
1	O=C(O)c1cccc(S(=O)(=O)NCC2COc3ccccc3O2)c1 (stereo not given)	.	3	-3	.
2	CCc1c(C(=O)Nc2ccccc2C(N)=O)csc1C	.	.	-6	.
3	N#C[C@H]1[C@@H](c2ccccc2-c2ccc(F)cc2)[C@@H](CO)N1C(=O)NC1CCCC1	0.2	.	-19	-6
4	COc1cc([N+](=O)[O-])ccc1NC(=O)C1C2C=CC(C2)C1C(=O)O (stereo not given)	.	0	-9	-6

#	RAD54 inh	PglD DTNB	ERAP1 HTS inh	Cneo AK release
1	-8	4	0	1
2	-5	4	3	-2
3	.	.	-2	.
4	3	1	3	-2

The whole of this part (from the top)
#	SMILES	E-selectin induc	miR122 inh	RAD52 inh	PGC1a acetyl inh
1	O=C(O)c1cccc(S(=O)(=O)NCC2COc3ccccc3O2)c1 (stereo not given)	.	3	-3	.
2	CCc1c(C(=O)Nc2ccccc2C(N)=O)csc1C	.	.	-6	.
3	N#C[C@H]1[C@@H](c2ccccc2-c2ccc(F)cc2)[C@@H](CO)N1C(=O)NC1CCCC1	0.2	.	-19	-6
4	COc1cc([N+](=O)[O-])ccc1NC(=O)C1C2C=CC(C2)C1C(=O)O (stereo not given)	.	0	-9	-6
5	CCCCOC(=O)CSc1nc(N)c(C#N)c(-c2ccc(OCC)cc2)c1C#N	.	-6	.	-4
6	O=C(O)c1cc(NN=Nc2cccc(S(=O)(=O)O)c2)cc([N+](=O)[O-])c1	0.0	-3	-17	10
7	CC(CC(=O)Nc1nnc(C(C)(C)C)s1)c1ccccc1 (stereo not given)	.	.	-2	.
8	CNC(=O)C[C@H]1CC[C@@H]2[C@H](COc3ccc(NC(=O)c4ccccc4OC)cc3C(=O)N2C)O1	0.3	-42[16.7 µM]	-6	4
9	COc1cccc(C(=O)NCC(=O)N/N=C/c2ccc3c(c2)OCO3)c1	0.0	.	-7	.
10	CO[C@H]1CC[C@H]2CCOc3ccc(C#N)cc3C(=O)N(C)C[C@H](C)C(=O)N(C)C[C@H]1O2	-0.2	.	-11	.
11	COc1ccc(NC(=O)Nc2ccc3c(c2)C(=O)N([C@@H](C)CO)C[C@H](C)[C@@H](CN(C)S(=O)(=O)c2ccccc2)O3)cc1	.	-4[16.7 µM]	-16	-2
12	C[C@@H]1CN([C@H](C)CO)C(=O)c2cc(NS(=O)(=O)c3cccs3)ccc2O[C@@H]1CN(C)S(=O)(=O)c1cn(C)cn1	0.2	-2[16.7 µM]	10	7

#	RAD54 inh	PglD DTNB	ERAP1 HTS inh	Cneo AK release
1	-8	4	0	1
2	-5	4	3	-2
3	.	.	-2	.
4	3	1	3	-2
5	-1	-1	.	-1
6	-6	8	3	0
7	9	4	0	6
8	6	-1	0	-5
9	-7	0	4	-2
10	1	-1	-3	-1
11	-9	0	0	-1
12	-5	1	0	-1

Pulled one by one from above (3):
#	SMILES	E-selectin induc	miR122 inh	RAD52 inh	PGC1a acetyl inh
11	COc1ccc(NC(=O)Nc2ccc3c(c2)C(=O)N([C@@H](C)CO)C[C@H](C)[C@@H](CN(C)S(=O)(=O)c2ccccc2)O3)cc1	.	-4[16.7 µM]	-16	-2
4	COc1cc([N+](=O)[O-])ccc1NC(=O)C1C2C=CC(C2)C1C(=O)O (stereo not given)	.	0	-9	-6
3	N#C[C@H]1[C@@H](c2ccccc2-c2ccc(F)cc2)[C@@H](CO)N1C(=O)NC1CCCC1	0.2	.	-19	-6

#	RAD54 inh	PglD DTNB	ERAP1 HTS inh	Cneo AK release
11	-9	0	0	-1
4	3	1	3	-2
3	.	.	-2	.

(more compounds)
#	SMILES	E-selectin induc	miR122 inh	RAD52 inh	PGC1a acetyl inh
13	CCOC(=O)N1CCN(C2=C(NS(=O)(=O)c3ccc(NC(C)=O)cc3)C(=O)c3ccccc3C2=O)CC1	.	-4	-12	10
14	O=C(Cn1nc(C(=O)O)c2ccccc2c1=O)Nc1cc(Cl)cc(Cl)c1	.	-1	-6	.
15	CN(C)CCCNc1nc2cc(-c3ccccc3CO)sc2c(=O)n1C	-0.1	-8	21	5
16	C[C@H]1CN([C@@H](C)CO)C(=O)c2cccc(NC(=O)Nc3ccccc3)c2O[C@@H]1CN(C)Cc1ccc(C(=O)Nc2ccccc2N)cc1	4.6	153*[16.7 µM]	-10	-24
17	Cc1ccc(S(=O)(=O)N(C)C[C@H]2Oc3ccc(NC(=O)CCCCCC(=O)Nc4ccccc4N)cc3C(=O)N([C@@H](C)CO)C[C@H]2C)cc1	-0.1	2[16.7 µM]	-7	3
18	O=C(O)CC12CC3CC(C1)CC(n1cncn1)(C3)C2	15	3	-1	5
19	O=C(O)CCC(=O)Nc1nc(-c2ccccc2)cs1	.	.	-16	.
20	COCCCN(C(=O)c1ccco1)c1nc(-c2cc(OC)ccc2OC)cs1	.	1	.	-15
21	CC(C)C(=O)Nc1cccc(C(=O)OCC(=O)c2ccc(Cl)cc2Cl)c1	.	-5	.	.
22	Cc1cc(NC(=O)CSc2ncccc2C(=O)O)no1	3.3	-1	-7	-4
23	Fc1cc(F)nc(NCc2ccccc2)n1	0.0	1	-1	.
24	O=C(NCCc1ccccc1)c1cccc(NC(=O)C2CCC2)c1	1.9	5	-2	-9

#	RAD54 inh	PglD DTNB	ERAP1 HTS inh	Cneo AK release
13	-6	.	2	0
14	-10	0	-1	3
15	-1	4	-3	-3
16	-4	0	3	3
17	-3	1	-3	-4
18	.	.	1	.
19	-9	4	0	0
20	4	-10	.	2
21	6	-3	.	-3
22	-6	0	1	-1
23	-8	-1	1	-4
24	4	-2	.	-2

The list goes on.
#	SMILES	E-selectin induc	miR122 inh	RAD52 inh	PGC1a acetyl inh
25	CSc1nc(-c2ccc(Cl)cc2)nn1S(=O)(=O)c1ccc(Cl)cc1	.	0	.	9
26	COc1ccc2c(c1OC)C(=O)N1C2SC(C)(C)[C@H]1C(=O)NC1CC1 (stereo not given in full)	.	-5	2	8
27	CC1CCCN(S(=O)(=O)c2ccc3c(c2)c(=O)nc2ccccn23)C1 (stereo not given)	.	1	-18	.
28	O=C(CCNC(=O)c1ccccc1)Nc1ccc(S(=O)(=O)Nc2ncccn2)cc1	0.7	.	-10	0
29	CN1c2ccc(Br)cc2[C@H]2[C@H](CCN2C(=O)c2cccc(F)c2)[C@H]1CO	-0.1	22[16.7 µM]	-2	12
30	O=C(Oc1cccc(-n2cnnn2)c1)c1ccccc1Cl	0.4	3	-19	4
31	C=CCOc1ccccc1C1NC(=O)NC(C)=C1C(=O)NCc1ccccc1 (stereo not given)	.	-5	.	4
32	COC(=O)c1cc(=O)n(Cc2cccs2)c(=NCc2cccs2)s1	.	-6	.	1
33	S=c1[nH]nc(-c2ccccc2)n1C1C=CCCC1 (stereo not given)	-0.8	6	.	11
34	COc1ccc(NC(=O)N(C)C[C@@H]2OCCCC[C@@H](C)Oc3ccc(NS(=O)(=O)c4ccc(Cl)cc4)cc3C(=O)N([C@@H](C)CO)C[C@H]2C)cc1	-0.2	-9[16.7 µM]	9	-10
35	CNC(=O)CC1C(=O)N(Cc2ccccc2)C(=S)N1NC(=O)c1cccc(F)c1 (stereo not given)	.	0	-12	4
36	CC(C)n1nnnc1SCC(=O)c1c(N)n(C2CC2)c(=O)[nH]c1=O	-1.8	-7	0	4

#	RAD54 inh	PglD DTNB	ERAP1 HTS inh	Cneo AK release
25	2	-8	.	-2
26	-9	-3	-1	-4
27	10	-4	14	-1
28	-5	4	3	0
29	2	-5	1	-7
30	.	.	1	.
31	10	2	.	0
32	1	0	.	0
33	-9	2	.	3
34	-6	6	-4	-1
35	-3	3	2	2
36	10	3	3	1

(next part)
#	SMILES	E-selectin induc	miR122 inh	RAD52 inh	PGC1a acetyl inh
37	O=C(O)CC/C(=C\c1ccc2c(c1)OCO2)c1nc2ccccc2s1	0.9	-3	-24	.
38	CCCC#Cc1ccc2c(c1)O[C@H](CN(C)CC1CCOCC1)[C@@H](C)CN([C@@H](C)CO)S2(=O)=O	-0.1	25[16.7 µM]	3	-10
39	CCC(=O)Nc1ccccc1C(=O)NC1CCCCC1	.	7	-14	4
40	CC(C)CNC(=O)NC1C(NC(=O)NCC(C)C)N(C)C(=O)N1C (stereo not given)	.	4	.	14
41	COc1ccc(COc2cc(-c3cccc(OC)c3)nc3ccc(NC(C)=O)cc23)cc1	0.2	83	-8	5
42	CCC(=O)N1CCN(c2cc3c(cc2F)c(=O)c(C(=O)O)cn3CC)CC1	.	-12	-8	-8
43	Cc1ccc(C(=O)N/N=C\c2cccc(OC(=O)c3cccc(F)c3)c2)cn1	0.0	0	-17	5
44	COc1ccc(-c2ccc(-c3noc(C)n3)c(OC)n2)cc1	.	-4	.	-30

#	RAD54 inh	PglD DTNB	ERAP1 HTS inh	Cneo AK release
37	-10	-5	1	-1
38	0	1	0	-2
39	0	-2	2	-1
40	-10	0	.	4
41	0	-5	2	-2
42	.	0	1	0
43	-6	0	0	0
44	-3	5	.	-3
